Source: PubChem BioAssay
COUP-TFII inh = NR2F2 (human) inhibition, primary screen; P24468; HEK293T NGFI-A luciferase reporter, luminescence; inhibition, % at 8.6 µM; 370,000 tested, 0.7% active;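 active = inhibition above a per-plate cutoff, mean inhibition of test wells between control levels plus 3 SD, cut at about 38% in these data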;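 also: cells cotransfected with COUP-TFII expression vector driving the NGFI-A reporter; 0% = median of COUP-TF2 test wells and 100% = reporter-only cells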
MC4R barr agon = activates human MC4R beta-arrestin recruitment | 360,000 tested, 0.98% active | U2OS MC4R beta-arrestin complementation, luminescence; percent of melanotan II response, DMSO zero | activation, % at 8.9 µM;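 active = activation above a per-plate cutoff, the mean activation of sample wells on that plate plus 3 SD, cut at about 8% in these data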
LMP1 NFkB inh = Epstein-Barr LMP1 NF-kappaB reporter inhibition; LMP1-induced NF-kappaB luciferase reporter cells, luminescence; inhibition, % at 12.5 µM; 350,000 tested, 0.69% active; in the data active = inhibition above about 41%;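 also: 0% = neutral control wells and 100% = reference inhibitor control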
MC4R antag cAMP = blocks human MC4R cAMP signaling; MC4R-expressing cells, MTII-stimulated cAMP, LANCE TR-FRET; inhibition, % at 6.5 µM; AID 540295; 360,000 tested, 0.48% active;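 active = inhibition above its plate's cutoff, the mean of tested wells on that plate plus 3 SD, cut at about 29% in these data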;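 also: 0% = Melanotan II alone and 100% = Melanotan II plus saturating MCL0020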
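System: U2OS-MC4R stable cell line; Technique: Eu-cAMP/anti-cAMP TR-FRET, emission 671 nm; Repeats: single well per compound; Also added: Melanotan II; Dosing: one concentration, 6.5 µM nominal; Schedule: 30-min compound, 1-h challenge, 1-h detection, room temperature.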
NCOA1 inh = inhibitors of human steroid receptor coactivator 1 (SRC1). Q15788. HEK293 GAL4-SRC1 luciferase reporter, luminescence. inhibition, % at 3.6 µM. 360,000 tested, 0.12% active. AID 588354;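 active = inhibition above the campaign mean plus 3 SD, with each screening campaign given its own cutoff, cut at about 60% in these data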;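 also: 0% = DMSO treated cells and 100% = gossypol at 36 µM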
TLR9-MyD88 block = blocks human TLR9 binding to MyD88 | CHO BLA complementation TLR9-MyD88, CCF4 FRET ratio | Q9NR96+Q99836 | AID 504734 | inhibition, % at 4.98 µM | 340,000 tested, 0.21% active;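 active = inhibition above the mean over all tested compounds plus 3 SD, cut at about 21% in these data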;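 also: 0% = DMSO only wells and 100% = clavulanate BLA inhibitor control wells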
SRC3 inh = inhibits human SRC3 coactivator. Q9Y6Q9. HEK293 GAL4-SRC3 luciferase reporter, luminescence. inhibition, % at 3.6 µM. 360,000 tested, 0.17% active;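 active = inhibition above a per-campaign cutoff, the mean of all compounds plus 3 SD, cut at about 60% in these data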;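 also: 0% = DMSO-treated cells and 100% = gossypol-treated cells at 36 µM; higher means less SRC3-driven luciferase light from the GAL4 reporter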
ABHD5 PLIN5 PPI = ABHD5-PLIN5 protein interaction inhibition; Split G. princeps luciferase complementation, luminescence, 4 h; inhibition, % at 4 µM; 360,000 tested, 0.78% active; AID 602281;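 active = inhibition above the mean inhibition across every tested compound plus 3 SD, cut at about 22% in these data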;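 also: 0% = DMSO only wells and the 100% control is not disclosed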
Target sequence (Q00G26 whole entry, looked up): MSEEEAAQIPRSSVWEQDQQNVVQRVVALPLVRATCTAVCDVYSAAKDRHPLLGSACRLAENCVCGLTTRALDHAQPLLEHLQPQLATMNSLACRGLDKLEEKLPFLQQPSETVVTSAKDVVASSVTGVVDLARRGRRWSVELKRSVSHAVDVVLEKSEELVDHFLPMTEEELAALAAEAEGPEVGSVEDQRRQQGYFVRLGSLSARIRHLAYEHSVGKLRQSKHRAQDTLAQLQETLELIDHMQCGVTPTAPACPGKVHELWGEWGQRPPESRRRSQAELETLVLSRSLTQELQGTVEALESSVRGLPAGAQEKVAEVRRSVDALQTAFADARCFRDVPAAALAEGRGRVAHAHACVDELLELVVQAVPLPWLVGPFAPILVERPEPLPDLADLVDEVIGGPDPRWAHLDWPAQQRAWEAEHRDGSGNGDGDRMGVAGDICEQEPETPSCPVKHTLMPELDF
Target sequence (Q8WTS1 whole entry, looked up): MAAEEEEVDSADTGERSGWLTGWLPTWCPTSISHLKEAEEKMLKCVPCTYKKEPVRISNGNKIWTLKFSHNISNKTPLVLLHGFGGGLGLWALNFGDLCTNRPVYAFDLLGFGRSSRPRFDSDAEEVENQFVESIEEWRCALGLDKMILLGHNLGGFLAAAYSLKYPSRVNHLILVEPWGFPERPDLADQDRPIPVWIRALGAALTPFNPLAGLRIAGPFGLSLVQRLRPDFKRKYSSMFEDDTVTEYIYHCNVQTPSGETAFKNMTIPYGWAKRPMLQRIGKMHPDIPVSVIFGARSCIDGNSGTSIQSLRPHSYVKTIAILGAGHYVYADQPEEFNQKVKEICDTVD
NOD2-RIPK2 inh = inhibitors of human NOD2-RIPK2 interaction. inhibition, % at 4.98 µM. O43353. CHO BLA complementation NOD2-RIPK2, CCF4 ratio. 360,000 tested, 0.38% active; in the data active = inhibition above about 21%;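 also: 0% = vehicle only and 100% = reference blocker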
NCOA2 inhibitor = human SRC2 (NCOA2) inhibition. inhibition, % at 9 µM. HEK293 GAL4-SRC2 luciferase reporter, luminescence. Q15596. 370,000 tested, 0.17% active;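 active = inhibition above the mean inhibition of all tested compounds plus 3 SD, set per campaign, cut at about 52% in these data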;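 also: 0% = DMSO treated cells and 100% = cells given Gossypol at 36 µM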
NR5A2 inv ag = inverse agonists of human LRH-1 (NR5A2). O00482. HEK293T StAR-luciferase reporter, LRH-1 transfected, 24 h. inhibition, % at 3.6 µM. 360,000 tested, 0.13% active. AID 602396;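 active = inhibition above the mean inhibition of all tested compounds plus 3 SD, cut at about 73% in these data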;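 also: 0% = DMSO wells and 100% = reporter-only cells lacking LRH-1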
* marks the source's active call; other numbers are inactive results; · = not tested or not shown. These rows are one share of the data. The share of hits here may be higher or lower than overall.

Order of values – COUP-TFII inh, MC4R barr agon, LMP1 NFkB inh, MC4R antag cAMP, NCOA1 inh, TLR9-MyD88 block, SRC3 inh, ABHD5 PLIN5 PPI, NOD2-RIPK2 inh, NCOA2 inhibitor, NR5A2 inv ag
- Cc1onc(-c2ccccc2Cl)c1C(=O)N(Cc1ccc(N(C)C)cc1)C(C)C
  6, 2.9, 4, 17, 3, -12, 23, -1, -8, -12, -21
- O=C1C=C(c2cccnc2)CCC1
  8, -0.4, -7, -3, 4, -15, 4, 4, 3, 9, -13
- O=C(CN1C(=O)COc2ccccc21)NCCN1CCOCC1
  3, -2.1, 1, 4, -9, 11, -1, -8, -4, 14, -32
- CC1(C)N([O-])C(c2cccs2)=C[N+]1=O
  12, -0.6, -1, 0, -6, -1, -7, 3, 4, -4, -6
- Cc1cc(COc2ccccc2OCCN2CCN(C)CC2)no1
  3, -0.5, -5, 1, -11, -8, -2, 10, -3, 1, -3
- Cc1nc2ccc(S(=O)(=O)N(C)CC(=O)Nc3ccccc3F)cc2s1
  7, -1.1, -3, 14, 10, -2, 17, -2, -4, 8, -9
- CC(C)(C)NC(=O)CN(C(=O)CCC(=O)Nc1nccs1)c1ccc(F)cc1
  16, -1.2, 0, 16, -14, -3, 6, 4, 3, -7, -3
- O=C(Nc1ccccc1F)c1oc2ccccc2c1NC(=O)C1CC1
  1, 9.6*, 4, 2, 0, 3, 4, -4, -2, 2, 5
- Cc1ccc(S(=O)(=O)N(CC(=O)NCCSc2ccccn2)c2ccc(C)c(C)c2)cc1
  15, -0.4, -15, 14, 0, 3, 5, -2, -10, 7, -6
- O=C(OCC(=O)N1CCOCC1)c1ccc(Br)cc1
  -27, 0.9, -1, 2, -2, 0, -6, -3, -5, -47, 9
- CC1(C(=O)NS(=O)(=O)c2ccccc2Cl)CCN1C(=O)C1CCCCC1 (configuration not stated)
  -12, -1.6, ·, 9, 4, ·, 9, -2, -7, -4, 11
- O=C(CN1CCN(S(=O)(=O)N2CCCCC2)CC1)Nc1cc(Cl)cc(Cl)c1
  1, -0.2, -5, 0, -14, 1, -1, 3, 8, 17, 14
- CN(C)CCOC(=O)NCC12CC3CC(CC(C3)C1)C2
  -20, -0.4, 6, 0, 9, -4, -2, -1, -17, 6, -2
- C[C@H](O)[C@@H]1C(=O)N2CCc3ccc(-c4ccccc4)cc3[C@@H]2C[C@@H]1N(C)C(=O)c1cccnc1
  -16, -0.1, 7, 9, -2, 1, -3, 1, 1, -29, 10
- Cc1ccc(C(=O)N/N=C\c2cccs2)cn1
  -5, -0.5, -4, 9, -15, -1, -12, 7, -2, 1, -28
- O=C(NNS(=O)(=O)c1ccc2ccccc2c1)c1cccs1
  -3, 2.9, -6, -4, -1, -8, 14, 1, -10, 1, 23
- COc1ccc(NC(=O)COc2coc(CN3CCc4ccccc43)cc2=O)cc1
  3, -3.1, -2, -10, -8, -4, -9, 7, 0, -8, -1
- COCC(C)n1c(C)cc(C(=O)CSc2ccc(NC(C)=O)cc2)c1C (configuration not stated)
  18, -0.4, 14, 9, 2, -2, 19, -6, -5, -8, -8
- COc1cc(OC)cc(C(=O)N[C@H](C(=O)OCC(=O)Nc2ccc(F)c(F)c2F)C(C)C)c1
  -3, 3.7, -1, 12, 1, -1, 19, -2, -5, 7, 20
- COc1cc(=O)[nH]c(=O)n1C(=O)Cc1ccccc1
  -20, -1.9, -1, 5, 0, -15, 8, -2, 13, 13, 13
- CC1(C)C/C(=N\O)c2cc3c(nc2C1)CCCC3
  5, -2.2, -2, -12, 1, -2, 10, 4, 3, -22, -9
- CCn1nc(C)c(CCC(=O)O)c1C
  -15, 2.2, 6, 2, 9, 0, 18, -5, -11, -2, 7
- c1cnc(N2CC[N+]3(CCCC3)CC2)nc1
  -1, 0.7, -2, 2, 9, 9, 1, 3, -1, -3, 2
- COc1ccc(C2C(C#N)=C(N)Oc3c2oc(CO)cc3=O)c(OC)c1OC (configuration not stated)
  -10, 1.0, 5, -10, 0, -9, 20, 9, -4, 14, 9
- COc1ccc(/C=C/CN2CCCC(C(=O)c3ccc(OC)c(F)c3)C2)cc1 (configuration not stated)
  0, 1.1, -3, 0, -6, 0, 11, 8, 10, -5, 19
- CCOC(=O)c1c(NC(=O)c2cccnc2)sc(C(C)=O)c1C
  -2, -0.7, 2, -2, 13, 9, 27, -3, -9, -10, 15
- COc1cc(/C=C/C(=O)OCC(=O)NCc2ccco2)ccc1OC(F)F
  19, -3.5, 2, 2, -5, -10, 16, 0, -1, -1, -7
- COc1ccc(-n2c(C)cc(C(=O)COC(=O)c3cc(OC)c(OC)cc3NC(=O)c3cccs3)c2C)cc1
  6, 0.2, 7, -1, -7, 0, -16, -7, -4, 9, -11
- CC(=O)c1cccc(OCC(O)CN2CCN(S(=O)(=O)c3c(F)cccc3F)CC2)c1 (configuration not stated)
  5, -0.7, 5, 2, 7, -3, -6, 6, 2, -13, 13
- O=C(CSc1nnnn1-c1cccnc1)Nc1ccc(F)cc1F
  -5, 2.0, -6, -3, 1, 3, 25, 7, 2, -21, 0

canonical_smiles | COUP-TFII inh | MC4R barr agon | LMP1 NFkB inh | MC4R antag cAMP | NCOA1 inh | TLR9-MyD88 block | SRC3 inh | ABHD5 PLIN5 PPI | NOD2-RIPK2 inh | NCOA2 inhibitor | NR5A2 inv ag
COc1ccc(NC(=O)c2ccc(-c3ccccc3C(F)(F)F)o2)cc1 | -8 | 10* | -14 | 3 | -21 | -4 | -34 | -1 | -13 | -36 | -10
O=C(NN1C(=O)C2C3CCC(O3)C2C1=O)c1ccc(Cl)cc1 (configuration not stated) | -3 | 0.5 | -8 | 8 | -10 | 4 | 19 | 8 | -3 | -9 | 16
Cc1ccccc1N=C1SCC(=O)N1Cc1ccccc1 | -4 | 0.8 | 1 | 0 | -10 | 14 | 7 | -6 | 1 | -45 | 26
CSc1ccccc1C(=O)OCC(=O)NC1CCCCCCC1 | -4 | 4.7 | -8 | 10 | -9 | 8 | 1 | -2 | 2 | 5 | -15
O=C(c1ccc(S(=O)(=O)NCc2ccco2)cc1)N1CCN(c2ccc(F)cc2)CC1 | 1 | -0.8 | 8 | -4 | 5 | -3 | -6 | 6 | 1 | -1 | -8
CN1C(=O)CC2(C)C1=CCc1scnc12 (configuration not stated) | 12 | · | · | · | -32 | · | -17 | 1 | -11 | -18 | -11
CCN(CC)CCCNC(=O)C(C)n1nc(C)c2sc3ccccc3c2c1=O (configuration not stated) | 0 | 0.0 | -2 | 0 | 1 | -14 | 2 | -3 | 5 | 12 | 5
O=C(Nc1ccccc1)C(Cc1cccs1)c1nn[nH]n1 (configuration not stated) | -14 | -2.8 | 10 | 13 | 1 | 7 | 8 | 2 | 0 | -29 | -17
Cc1onc(-c2ccccc2Cl)c1C(=O)NC(=S)NCCc1ccccc1 | 6 | -0.7 | -5 | 6 | 4 | -10 | 12 | 4 | -10 | 6 | 15
O=C(Nc1cccc(Br)c1)c1cccc(OC(=S)N2CCOCC2)c1 | 18 | -4.3 | 3 | 2 | -12 | -7 | 3 | -4 | -1 | -12 | 8
O=C(COC(=O)c1ccccc1[N+](=O)[O-])c1ccc2c(c1)OCO2 | 8 | -3.6 | -14 | 5 | -4 | -9 | -2 | 1 | 5 | -13 | -6
CC(=O)c1ccc(NC(=O)/C(Cl)=C/c2ccccc2)cc1 | -64 | -1.5 | -26 | 7 | -90 | -1 | -99 | 6 | 2 | -75 | -103

canonical_smiles | COUP-TFII inh | MC4R barr agon | LMP1 NFkB inh | MC4R antag cAMP | NCOA1 inh | TLR9-MyD88 block | SRC3 inh | ABHD5 PLIN5 PPI | NOD2-RIPK2 inh | NCOA2 inhibitor | NR5A2 inv ag
Cc1ccccc1-c1cn(-c2ccccc2)c(=S)[nH]1 | 3 | -1.0 | -6 | 10 | -8 | -1 | 11 | -9 | 5 | 16 | 31
COc1ccc(-c2noc(CCC(=O)N3CCN(c4ccccc4C)CC3)n2)cc1 | 22 | -0.9 | -2 | 8 | -62 | 4 | -4 | 1 | 2 | -6 | 2
N#Cc1c(C(F)(F)F)cc(=O)n2c1[nH]c1ccccc12 | 18 | 0.3 | -27 | 16 | -8 | -24 | -4 | -2 | -6 | -9 | -3
CC1(CCOCc2ccccc2)NC(=O)NC1=O (configuration not stated) | 5 | -1.3 | -4 | 8 | 9 | -2 | -18 | 2 | -19 | -6 | -17
O=C(O)C1C2CCC(C2)C1C(=O)Nc1cc(F)ccc1F (configuration not stated) | 7 | -1.1 | 10 | 6 | 5 | -9 | 1 | 5 | -4 | -32 | -2
CC(=O)c1c(OC(=O)c2ccc(C)cc2)c2ccccc2n1C | -6 | -1.0 | 4 | 3 | 11 | 2 | 11 | -35 | -15 | 1 | 3
C=CCn1c(SCC(C)=O)nc2scc(-c3ccco3)c2c1=O | -3 | -1.7 | -5 | -9 | 7 | 3 | -12 | 34* | 1 | -4 | -17
O=C1CN(C(=O)c2ccc(Br)o2)C(c2ccc(F)cc2)c2cc(Cl)ccc2N1 (configuration not stated) | 30 | -0.9 | -5 | 10 | 8 | -1 | 2 | 5 | 1 | 5 | 5
CCCC(=O)N1CCCC1(C)C(=O)Nc1ccc2cn[nH]c2c1 (configuration not stated) | -4 | 1.1 | · | 5 | -4 | · | 2 | 4 | 1 | 1 | 24
CCC(=O)NCCc1nc2cc(NC(=O)c3cccc([N+](=O)[O-])c3)ccc2n1C | -35 | -0.1 | -8 | 9 | -45 | -4 | -66 | 1 | 0 | -42 | 13

7 entries picked at random from those above:
canonical_smiles | COUP-TFII inh | MC4R barr agon | LMP1 NFkB inh | MC4R antag cAMP | NCOA1 inh | TLR9-MyD88 block | SRC3 inh | ABHD5 PLIN5 PPI | NOD2-RIPK2 inh | NCOA2 inhibitor | NR5A2 inv ag
CCCC(=O)N1CCCC1(C)C(=O)Nc1ccc2cn[nH]c2c1 (configuration not stated) | -4 | 1.1 | · | 5 | -4 | · | 2 | 4 | 1 | 1 | 24
C=CCn1c(SCC(C)=O)nc2scc(-c3ccco3)c2c1=O | -3 | -1.7 | -5 | -9 | 7 | 3 | -12 | 34* | 1 | -4 | -17
CC1(CCOCc2ccccc2)NC(=O)NC1=O (configuration not stated) | 5 | -1.3 | -4 | 8 | 9 | -2 | -18 | 2 | -19 | -6 | -17
N#Cc1c(C(F)(F)F)cc(=O)n2c1[nH]c1ccccc12 | 18 | 0.3 | -27 | 16 | -8 | -24 | -4 | -2 | -6 | -9 | -3
Cc1ccccc1-c1cn(-c2ccccc2)c(=S)[nH]1 | 3 | -1.0 | -6 | 10 | -8 | -1 | 11 | -9 | 5 | 16 | 31
CCC(=O)NCCc1nc2cc(NC(=O)c3cccc([N+](=O)[O-])c3)ccc2n1C | -35 | -0.1 | -8 | 9 | -45 | -4 | -66 | 1 | 0 | -42 | 13
CC(=O)c1c(OC(=O)c2ccc(C)cc2)c2ccccc2n1C | -6 | -1.0 | 4 | 3 | 11 | 2 | 11 | -35 | -15 | 1 | 3
